Screening results from PubChem BioAssay.
SENP8 block: inhibitors of human SENP8 protease | recombinant SENP8, Nedd8 substrate fluorescence | inhibition, % at 20 µM | hit rate 0.64% among 360,000 | AID 602440; in the data active = inhibition mostly above about 40%, no sharp cut-off; inactive = mostly below about 27%
Target sequence (Q96LD8 whole entry, looked up): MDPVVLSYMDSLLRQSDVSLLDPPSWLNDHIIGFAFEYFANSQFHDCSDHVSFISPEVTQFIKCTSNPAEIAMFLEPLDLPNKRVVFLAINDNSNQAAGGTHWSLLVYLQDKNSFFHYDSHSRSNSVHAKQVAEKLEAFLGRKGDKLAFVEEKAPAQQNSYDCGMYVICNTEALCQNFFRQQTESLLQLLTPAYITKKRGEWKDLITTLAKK
MPTP block: inhibitors of mitochondrial permeability transition pore. AID 602449. inhibition, % at 10 µM. hit rate 1.4% among 360,000. isolated mouse mitochondria, Ca2+ swelling absorbance, 30 min;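 active = inhibition of 50% or more, scaled per plate between neutral and stimulator controls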;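 also: 0% = DMSO wells given calcium and 100% = 1 mM EGTA wells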
ATG4B inh: inhibitors of human ATG4B cysteine protease; Q9Y4P1; hit rate 0.51% among 340,000; ATG4B cleavage of LC3-PLA2, NBD-HPC fluorescence, 1 h; inhibition, % at 8.33 µM; AID 504462; in the data active = inhibition above about 40%
hIAP act: human IAP activation. P09923. purified human IAP, CDP-Star luminescence, 30 min; active compounds read high; 1 = vehicle-only enzyme, 0 = enzyme-free background. activation factor at 10 µM. hit rate 0.16% among 330,000;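 active = activation factor of the enzyme at least 2-fold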; also: the source names both 10 and 20 µM as test concentration; values of inactives mirror those of a sister screen read the other way
Target sequence (P09923 whole entry, looked up): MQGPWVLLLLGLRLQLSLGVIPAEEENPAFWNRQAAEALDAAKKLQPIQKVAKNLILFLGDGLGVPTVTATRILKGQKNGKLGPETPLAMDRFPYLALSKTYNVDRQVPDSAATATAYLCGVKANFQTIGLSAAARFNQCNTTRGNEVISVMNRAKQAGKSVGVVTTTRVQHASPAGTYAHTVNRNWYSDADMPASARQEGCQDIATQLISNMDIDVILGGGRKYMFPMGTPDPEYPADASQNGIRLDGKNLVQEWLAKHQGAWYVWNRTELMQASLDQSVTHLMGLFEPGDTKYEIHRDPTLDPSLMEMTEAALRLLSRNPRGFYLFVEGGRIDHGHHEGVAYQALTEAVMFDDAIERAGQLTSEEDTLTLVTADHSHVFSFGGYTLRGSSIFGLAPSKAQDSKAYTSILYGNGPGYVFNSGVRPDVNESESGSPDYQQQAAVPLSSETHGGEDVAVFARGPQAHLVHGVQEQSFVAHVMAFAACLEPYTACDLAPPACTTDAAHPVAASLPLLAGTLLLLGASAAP
GRIN3A LBD mod: modulates the human NR3A ligand-binding domain; NR3A LBD differential scanning fluorimetry, Tm shift; 0% = protein alone, 100% = glycine-bound protein; Tm shift relative to glycine control, % at 25 µM; hit rate 2.5% among 340,000; AID 1259313;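 active = melting temperature shift of at least 10% of the positive control shift, at one fixed dose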
SENP6 block: blocks the human protease SENP6 | Recombinant SENP6 catalytic domain, aminoluciferin luminescence | Q9GZR1 | hit rate 1.8% among 330,000 | inhibition, % at 10 µM;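 active = inhibition above about 50% at the single tested dose, limit read from the data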;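 also: plate controls were DMSO wells with enzyme for no effect and DMSO wells lacking enzyme for full effect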
PfG6PD inh: PfG6PD (Plasmodium falciparum) enzyme inhibition. hit rate 0.78% among 350,000. inhibition, % at 20 µM. PfGluPho enzyme, NADPH resazurin-diaphorase fluorescence;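 active = inhibition reaching at least a set limit at 20 µM in the primary screen, cut at about 59% in these data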;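 also: 0% = DMSO wells with substrate and 100% = DMSO wells lacking glucose-6-phosphate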
SENP1 FRET inh: SENP1 (human) catalytic domain inhibition. inhibition, % at 10 µM. hit rate 0.21% among 360,000. recombinant SENP1 catalytic domain, CyPet-SUMO1-YPet FRET cleavage. Q9P0U3;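 active = inhibition at least 30% at 10 µM, raw YFP signal under a set limit, fluorescence ratio 0.5 to 1.5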;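 also: 0% = enzyme with DMSO and 100% = no enzyme wells; some results filed as inactive read as strong as hits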
Target sequence (Q9P0U3 419-644 limits assumed): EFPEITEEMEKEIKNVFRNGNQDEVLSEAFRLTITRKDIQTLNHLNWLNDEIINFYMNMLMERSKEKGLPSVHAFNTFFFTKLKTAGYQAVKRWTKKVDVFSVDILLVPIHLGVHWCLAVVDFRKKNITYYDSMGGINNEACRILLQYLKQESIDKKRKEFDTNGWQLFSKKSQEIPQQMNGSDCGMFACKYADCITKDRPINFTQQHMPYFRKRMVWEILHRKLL
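Controls: no-enzyme wells low, DMSO-plus-enzyme wells high control. Test system: human recombinant His6-tagged SENP1 catalytic domain enzyme. Reagent: SFCypet-SUMO1-SFYpet FRET protein substrate, 25 nM final. Doses: one dose per compound, 10 µM, 0.5% DMSO. Detection: FRET, CFP and YFP emission. Timing: 50 min reaction at room temperature.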
* = called active by the depositor; / = not tested or not shown.

nr | mol | SENP8 block | MPTP block | ATG4B inh | hIAP act | GRIN3A LBD mod | SENP6 block | PfG6PD inh | SENP1 FRET inh
1 | Cc1ccccc1NC(=O)C(=O)NNC(=O)COc1ccc2ccccc2c1 | 5 | 3.1 | 1 | 1.7 | -4 | -12 | -16 | 0
2 | COc1ccc(S(=O)(=O)NNC(=O)c2cc3c4ccccc4n(C)c3s2)cc1 | -171 | 5.5 | -30 | 0.91 | 0 | 10 | -1 | 1
3 | COC(=O)c1ccc(CSc2nnc(-c3ccncc3)o2)cc1 | 20 | 0.0 | -1 | 1.1 | -1 | -1 | -10 | 0
4 | Cn1nnnc1Sc1ncnc2scc(-c3ccccc3Br)c12 | 8 | -0.1 | 8 | 0.97 | -2 | 4 | -24 | 1
5 | O=C(Nc1ccccc1Cl)C1CC(=O)N(c2ccccc2)C1 (configuration not stated) | 10 | 2.3 | 6 | 0.99 | 1 | -26 | 0 | 0
6 | Cc1cc(C)n(CCCNC(=O)c2ccc(C)o2)n1 | -3 | 2.7 | 6 | 1.1 | 0 | -5 | -7 | 1
7 | O=C(COC(=O)c1ccc(O)cc1)Nc1cccc(S(=O)(=O)NC2=NCCC2)c1 | 6 | 0.4 | -3 | 1 | 1 | -16 | -11 | 2
8 | Cc1ccc2[nH]c(C)cc(=S)c2c1 | -12 | -0.6 | -11 | / | -3 | / | -5 | -1
9 | CN(CC(=O)Nc1cccc(F)c1)C(=O)CSc1ccc(Br)cc1 | 8 | 0.5 | 0 | 0.99 | -5 | -18 | 8 | 0
10 | NC(=O)C1CCN(C(=O)c2ccc(Cl)c(S(=O)(=O)N3CCCCCC3)c2)CC1 | 4 | -1.1 | -7 | 0.92 | 0 | -13 | 13 | 1
11 | Oc1c(Cl)cc(Cl)cc1C(C#Cc1ccccc1)N1CCOCC1 (configuration not stated) | -19 | 8.1 | -8 | 0.87 | 6 | -9 | -20 | -60
12 | CCn1ncc(Br)c1C(=O)NC1CCCCCCC1 | 10 | -1.2 | 2 | 1.1 | 1 | -13 | -10 | 1
13 | O=C(c1cc(COc2cccc(C(F)(F)F)c2)on1)N1CCCC1 | 17 | 0.9 | / | / | / | / | 8 | 3
14 | O=C(Nc1ccccc1)C1CCCCN1S(=O)(=O)c1ccccc1 (configuration not stated) | 19 | -1.2 | -4 | 1.1 | 0 | 3 | 7 | 1
15 | CCC1Oc2ccccc2N(CC(=O)NCCCN2CCN(c3ccc(OC)cc3)CC2)C1=O (configuration not stated) | 2 | 1.0 | -12 | 0.97 | 2 | -27 | 13 | 2
16 | CCC(Sc1ccc(C(=O)O)cc1)C(=O)O (configuration not stated) | 17 | -1.1 | -5 | 1 | 1 | -8 | -28 | 2
17 | O=C(Cn1c(=O)[nH]c2ccsc2c1=O)NC1CCCCC1 | 24 | -1.2 | 17 | 0.92 | 1 | -1 | -13 | 1
18 | Cc1cc(OCC(F)(F)C(F)(F)C(F)(F)C(F)F)nc(N)n1 | 14 | 1.0 | -9 | 1.1 | -1 | 4 | 9 | 2
19 | Cc1ccc(OCc2ccccc2Br)c([N+](=O)[O-])n1 | -2 | -3.0 | 6 | 0.92 | 1 | -16 | -19 | 1
20 | CC(=O)O/N=C1\C(=O)N(Cc2ccc(C)cc2)c2ccccc21 | 5 | 0.9 | 1 | 0.81 | -2 | -7 | -31 | 2
21 | COc1cc(NC(=O)Cn2c(=O)n(-c3cccc(C)c3)c(=O)c3c(C)c(C)sc32)cc(OC)c1 | 15 | -11 | -3 | 1.2 | -77 | -10 | -13 | -4
22 | COc1cc2c(cc1OC)C(COc1ccc(F)cc1)N(C(=O)c1ccco1)CC2 (configuration not stated) | 17 | -0.3 | -16 | 1.1 | -1 | -3 | 1 | 0
23 | Cc1ccccc1C(=O)N1CCc2ccccc2C1 | 6 | -0.3 | -6 | 1.1 | 0 | -12 | 7 | 1
24 | CCOC(=O)C1=C(c2cccc(F)c2)NC(=S)NC1C (configuration not stated) | 11 | -0.3 | -10 | 0.79 | 0 | 5 | 13 | 0
25 | COc1ccc(/C=C(/CC(=O)NCc2ccc(Cl)cc2)c2nc3ccccc3s2)cc1 | -77 | 1.8 | 15 | 0.98 | -7 | -3 | 1 | -16
26 | COC(=O)[C@H](Cc1ccccc1)NS(=O)(=O)c1ccc(F)cc1Br | 7 | -1.3 | -6 | / | -1 | / | 22 | -1
27 | CC(=O)c1cc2c(cc1NC(=O)CN1CCC(Cc3ccccc3)CC1)OCO2 | -87 | 1.5 | -3 | 1 | 1 | -3 | 10 | -3
28 | Cc1oc2c(O)c(O)ccc2c(=O)c1-c1cnn(-c2ccccc2)c1 | 25 | 3.2 | 1 | 1.3 | 4 | 14 | -12 | 3
29 | CC(=O)Nc1ccc(OCC(O)CN2CCN(c3cccc(Cl)c3)CC2)cc1 (configuration not stated) | 10 | 0.0 | -2 | 1.6 | 2 | -5 | 6 | 0
30 | O=C1C2ON(c3ccccc3)C(c3ccccn3)C2C(=O)N1c1ccc(Br)cc1 (configuration not stated) | 9 | -1.2 | -6 | 1.1 | -11 | -3 | -22 | 3
31 | CN1CCc2cc3c(c4c2[C@H]1[C@H](O)c1ccccc1-4)OCO3 | -15 | -0.5 | -9 | 1.1 | -1 | 59* | 52 | -32
32 | CCN(CC)c1ccc(-c2n[nH]c(=S)n2-c2ccccc2)cc1 | -385 | -1.5 | 20 | 1.2 | -3 | -6 | 38 | 2
33 | COCN(C#N)c1nc(N(C)C)nc(N(C)C)n1 | 9 | 3.3 | -6 | 1 | 0 | -32 | 7 | 1
34 | S=c1[nH]nc(CN2CCCCC2)n1Cc1ccccc1 | 10 | 0.7 | -3 | 0.94 | 0 | -18 | 32 | 1
35 | CCCN=C(Nc1ccc(Cl)cc1)c1cccnc1 | 30 | 1.5 | 2 | 1 | 6 | 0 | 3 | -1
36 | Fc1ccccc1N1CCN(Cc2cnc(Cl)s2)CC1 | 5 | -3.1 | 3 | 1.1 | -2 | 4 | -18 | -1
37 | Cc1ccc(NC(=O)C(c2ccccc2)N2CCN(C(=O)c3ccco3)CC2)cc1 (configuration not stated) | 1 | -0.2 | -42 | 0.96 | 0 | -4 | 3 | 0
38 | CCCCOCC(O)Cn1c(C)nc2ccccc21 (configuration not stated) | 4 | 0.4 | -4 | 0.85 | 0 | -4 | -7 | -2
39 | COc1ccc(N2C(=O)C(CC(=O)Nc3ccccc3)N(Cc3cccs3)C2=O)cc1 (configuration not stated) | 20 | 0.8 | 1 | 0.9 | -9 | 2 | -6 | 3
40 | O=C(CSCC(=O)c1ccccc1)Nc1ccccc1Cl | 3 | -2.4 | 1 | 0.81 | 1 | -10 | -2 | 1
41 | Cc1nc(C)c(C(=O)OCC(=O)NCc2ccccc2Cl)s1 | 12 | -0.6 | 11 | 0.94 | 0 | -7 | -8 | 3
42 | CCOc1cc(C(=S)N2CCCC2)ccc1O | 8 | 0.5 | 0 | 1 | -2 | -9 | 8 | 0
43 | O=C(O)/C=C/C(=O)Nc1ccccc1-c1ccccc1 | 12 | -1.4 | 5 | 1.2 | -2 | 1 | 8 | 3
44 | C=CCN1C(=O)c2ccc(C(=O)N(C)CC(=O)Nc3c(C)cccc3C)cc2C1=O | 7 | -3.4 | -9 | 1.1 | -1 | -13 | 5 | -1
45 | O=[N+]([O-])c1ccc(Sc2ccc(Cl)c(Cl)c2)nc1 | 24 | 3.3 | -2 | 1.1 | 2 | -1 | 6 | 1
46 | Cc1cc2cc(C(c3nnnn3Cc3ccco3)N3CCc4ccccc4C3)c(=O)[nH]c2cc1C (configuration not stated) | -313 | -1.8 | -3 | 1 | -8 | 19 | 33 | -40
47 | COC(=O)c1cc(CNC(=O)c2ccc(S(=O)(=O)N(C)c3ccccc3)cc2)ccc1OC | -12 | -0.9 | -15 | 1 | 4 | 14 | 4 | -1
48 | Cc1occc1C(=O)NCc1ccco1 | 12 | 0.3 | -4 | 0.97 | 0 | -21 | -1 | -3
49 | O=C(COc1cccnc1[N+](=O)[O-])NCc1ccc(F)cc1 | 9 | -0.6 | -5 | 1 | 0 | 7 | 8 | 0
50 | Cc1c(C(=O)N2CCCCC2)c(S(=O)(=O)NCc2ccccc2Cl)c(C)n1C | 8 | -1.9 | 0 | 1.2 | -3 | -8 | -5 | 2

(listing goes on)
nr | mol | SENP8 block | MPTP block | ATG4B inh | hIAP act | GRIN3A LBD mod | SENP6 block | PfG6PD inh | SENP1 FRET inh
51 | CSc1nc(NCc2ccco2)c2sc3nc(C(C)C)c4c(c3c2n1)CC(C)(C)OC4 | -267 | 0.0 | 3 | 1.1 | 0 | 5 | 0 | -14
52 | COc1ccc(NC(=O)Nc2nnc(Cc3ccc(OC)c(OC)c3)s2)cc1 | 13 | -1.7 | -12 | 1.2 | 0 | -4 | -3 | 1
53 | CCOC(=O)N1CCc2c(sc3c2c(=O)n(Cc2ccccc2)c(=O)n3CC(=O)NCCOC)C1 | -5 | 0.0 | -8 | 0.83 | 1 | -6 | -3 | -5
54 | CC(C)Oc1ccc(CCc2n[nH]c(=S)n2-c2ccccc2)cc1 | 2 | 1.6 | 2 | 1.2 | -2 | -4 | 36 | 3
55 | CC(C)(C)c1ccc(C(=O)NCC(=O)NCc2ccccn2)cc1 | 11 | 0.3 | -4 | 1.1 | 4 | 10 | 10 | -1
56 | Cn1c(=O)cc(OCC(=O)Nc2ccccn2)c2ccccc21 | 10 | -0.5 | -3 | 0.96 | 0 | -16 | 9 | 2
57 | CCc1ccccc1NC(=O)Cn1ccn(-c2ccc(OC)cc2)c(=O)c1=O | 9 | -1.8 | 12 | 0.97 | 1 | 12 | -9 | 1
58 | O=C(CSc1nc(O)c(Cc2ccccc2)c(=O)[nH]1)Nc1nc2c(s1)CCCC2 | 1 | 0.0 | -8 | 1.2 | 0 | -7 | -32 | -16
59 | O=C(Cn1[nH]c(=O)c2ccccc2c1=O)Nc1cccnc1 | 8 | 3.4 | -1 | 0.92 | -2 | 20 | 5 | -2
60 | CCOC(=O)c1ccc(NC(=O)CCNC(=O)c2ccc([N+](=O)[O-])cc2)cc1 | 8 | 3.3 | -12 | 1.1 | -6 | -2 | -2 | 5

Sorted by value in MPTP block (smallest number first): 3 of the compounds above.
No. | Structure | SENP8 block | MPTP block | ATG4B inh | hIAP act | GRIN3A LBD mod | SENP6 block | PfG6PD inh | SENP1 FRET inh
40 | O=C(CSCC(=O)c1ccccc1)Nc1ccccc1Cl | 3 | -2.4 | 1 | 0.81 | 1 | -10 | -2 | 1
26 | COC(=O)[C@H](Cc1ccccc1)NS(=O)(=O)c1ccc(F)cc1Br | 7 | -1.3 | -6 | / | -1 | / | 22 | -1
31 | CN1CCc2cc3c(c4c2[C@H]1[C@H](O)c1ccccc1-4)OCO3 | -15 | -0.5 | -9 | 1.1 | -1 | 59* | 52 | -32

(cont.)
nr | mol | SENP8 block | MPTP block | ATG4B inh | hIAP act | GRIN3A LBD mod | SENP6 block | PfG6PD inh | SENP1 FRET inh
61 | CCCCCCn1c(=O)n2n(c1=O)C[C@]1(OC(=O)NC3CCCC3)CN(S(=O)(=O)c3ccc(C)cc3)C[C@]1(O)C2 | 5 | 0.4 | / | / | / | / | 20 | 1
62 | CCN1C(=O)c2ccccc2S(=O)(=O)c2ccc(C(=O)NCc3cccnc3)cc21 | 15 | -0.5 | -7 | 1.1 | 1 | -6 | -3 | 2
63 | CC(C)C(=O)Nc1ccc(NC(=O)CCc2ccccc2)cn1 | 11 | 2.8 | -6 | 1.1 | 1 | 4 | 1 | 0
64 | COc1cc(S(=O)(=O)NC2CCCCC2)ccc1Cl | 13 | 2.1 | 3 | 0.94 | 2 | 5 | -21 | 1
65 | COc1ccc(CCn2c(O)cc3nn(-c4nc5ccccc5s4)c(=O)c-3c2C)cc1 | -86 | 28 | 13 | 1.1 | 2 | 7 | 17 | -18
66 | Cc1ccccc1C(=O)N1CCc2cc(-c3nc(NC(=O)Cc4ccc5c(c4)OCO5)sc3C)ccc21 | -29 | 2.0 | 5 | 0.91 | -7 | 3 | -8 | 2
67 | COc1ccc(NC2CCCN(C(=O)CCc3cn[nH]c3)C2)cc1 (configuration not stated) | 0 | 2.5 | -7 | 1.1 | 3 | -10 | 4 | 0
68 | CCc1nnc(NS(=O)(=O)c2ccc(N/C=C\C(=O)c3ccc4ccccc4c3)cc2)s1 | -140 | 10 | 50* | 0.95 | 14* | 7 | 10 | -64
